# Source: PubChem
# Luciferase inh: blocks Photinus pyralis firefly luciferase activity | P08659 | purified firefly luciferase, luminescence, 8 min | Potency, µM (titrated, usually from 57.1 µM), for inactives: at the top dose activity change, negative = inhibition, actives largely listed as inhibitors | 72,000 tested, 2.2% active; further: potency means the concentration at half of the fitted maximal effect; on the % scale 0 is the no-effect control and ±100 the full control effect; nearly all actives have a fitted effect of over 40% in size
#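 Titration-based qHTS; buffer 50 mM imidazole pH 7.2, 50 mM KCl, 7 mM MgCl2, 10 uM ATP, 0.01% Tween 20, 0.05% BSA; luciferase/luciferin detector mix added after compound; 8 min, ambient; luminescence.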
# ERK AVP block: blocks ERK signaling stimulated by vasopressin. Potency, µM (highest dose often 57.5 µM), without a hit: top-dose activity, negative = inhibition, most hits filed as inhibitors. HEK293-V1b, vasopressin-stimulated pERK AlphaScreen. 72,000 tested, 0.99% active; further: potency means the concentration at half of the fitted maximal effect; on the % scale 0 is the no-effect control and ±100 the full control effect; nearly all actives have a fitted effect of over 55% in size
#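 HEK293 cells stably expressing V1b receptor, preincubated 30 min at 37 °C with compound, then stimulated 5 min with 25 nM vasopressin. Phospho-ERK by AlphaScreen SureFire after 5 h RT; normalized to DMSO and vasopressin; AC50 by Hill fit.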
# 15-hLO inh: blocks human 15-lipoxygenase activity. AID 887. Potency, µM (top dose mostly 57.1 µM), for inactives: at the top dose activity change, negative = inhibition, actives largely listed as inhibitors. purified 15hLO-1, xylenol orange hydroperoxide absorbance. 74,000 tested, 1.4% active; further: potency means the concentration at half of the fitted maximal effect; on the % scale 0 is the no-effect control and ±100 the full control effect; nearly all actives have a fitted effect of over 55% in size
#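 Readout: Fe(III)-xylenol orange absorbance, 573-to-405 nm ratio as reaction progress. Enzyme 40 nM purified human 15hLO-1, substrate 50 uM arachidonic acid, 6 min RT after 15 min compound preincubation; Hepes pH 7.5 buffer with Triton X-100.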
# CRE-bla Fsk: modulators of forskolin-stimulated CRE signaling in CHO cells | 71,000 tested, 2.5% active | CHO CRE-bla reporter (cAMP response element driving beta-lactamase), forskolin EC10, beta-lactamase ratio | Potency, µM (titrated, usually from 38.2 µM), without a hit: at the top dose activity change, negative = inhibition, most hits filed as activators; active means well fitted activation curve with a large enough effect in the signal ratio, with a control signal flat, not every such curve was filed as active; inconclusive means small, poorly fitted or top-dose-only effect, or effect the other way, or a change in a side signal; the % refers to the signal ratio; further: potency means the concentration at half of the fitted maximal effect; % of control where 0% means no effect
#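 CRE-bla CHO cells stimulated with EC10 NKH 477 (water-soluble forskolin) and compound titrations, 3 h at 37C; beta-lactamase read with CCF4 after 2 h at room temperature. Activity from 460/530 nm emission ratio, AC50 values for positive or negative modulation.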
# DNA Pol III inh: blocks replication by bacterial DNA polymerase III holoenzyme | 71,000 tested, 0.25% active | reconstituted DNA polymerase III holoenzyme replication, biochemical | Potency, µM (series often up to 57.1 µM), for the others: at the highest dose activity change, negative = inhibition; further: potency means the concentration at half of the fitted maximal effect; on the % scale 0 is the no-effect control and ±100 the full control effect
#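 Reconstituted *E. coli* holoenzyme (0.35 nM Pol III, 1 nM beta, 154 nM SSB, 2 nM primase) was preincubated with compound for 15 min at RT. Synthesis on 1.4 nM ssM13Gori ran 35 min, then was stopped with PicoGreen/EDTA and read as dsDNA fluorescence.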
# Ub-GFP proteasome: proteasome inhibitors stabilizing ubiquitin-GFP reporter. AID 526. Potency, µM (highest dose often 45.9 µM), inactives show top-dose activation (GFP accumulation), most hits filed as activators. 67,000 tested, under 10 active. Ubiquitin-GFP reporter cells, proteasome inhibition, GFP fluorescence; response scale: untreated = 0%, 10 µM MG-132 = 100%; active means well fitted activation curve with a large enough effect, not every such curve was filed as active; inconclusive means small, poorly fitted or top-dose-only effect, or another doubt; inactive means no such curve, though single readings can be large or run the other way; further: potency means the concentration at half of the fitted maximal effect
#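 Reporter cells (U2OS, ubiquitin-G76V-GFP fusion) are plated overnight, then treated 4 hr at 37 °C with compound titrations from 46 uM down to 2.9 nM. Activity is scaled against untreated cells and 10 uM MG-132.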
# Hsp90 Hop PPI: changes Hsp90-Hop TPR2A binding signal, up or down | Potency, µM (series often up to 57 µM), for the others: at the top dose activity change, negative = inhibition | AlphaScreen TPR2A-His6 binding biotin-Hsp90 C-terminal peptide | AID 595 | 71,000 tested, 0.44% active; active means well fitted curve in either direction with a large enough effect; inconclusive means small, poorly fitted or top-dose-only effect, or another doubt; further: potency means the concentration at half of the fitted maximal effect; on the % scale 0 is the no-effect control and ±100 the full control effect; many of its hits are not listed in these tables
# GFP derepression: epigenetic GFP locus derepression in mouse cells; mouse C127i GFP locus derepression, cytometry, 30 h; Potency, µM (titrated, usually from 46.1 µM), without a hit: at the highest dose GFP derepression (activation); 68,000 tested, 0.09% active; AID 597; further: % of control where 0% means no effect
#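 Derepression screen: silenced CMV-GFP reporter in murine C127i cells, 30 h compound incubation at 37 C, washed cells imaged by laser-scanning cytometer to enumerate GFP-expressing objects of 20 to 120 um.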
# HBB splice mod: alters splicing of the hemoglobin beta chain; Potency, µM (titrated, usually from 46.1 µM), for the others: at the top dose activation, most hits filed as activators; AID 925; 65,000 tested, 0.06% active; HBB splicing reporter cell assay, activation; EGFP reporter with mutant IVS2-654 intron; response scale: normalised to 500 nM splice-correcting PNA; further: potency means the concentration at half of the fitted maximal effect; 0% is about no effect
#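 HeLa cells stably expressing EGFP interrupted by mutant beta-globin intron 2 (IVS2-654), 500/well in 2% FCS. Treated with compound for 2 days at 37C. Splicing correction scored as total well GFP intensity (488 nm excitation, 500-520 nm emission); 500 nM antisense PNA served as control.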
# HADH2 inh: inhibitors of human HADH2 dehydrogenase. recombinant HADH2, NADH fluorescence, beta-hydroxybutyryl-CoA. Potency, µM (titrated, usually from 57.1 µM), without a hit: top-dose activity change, negative = inhibition, actives largely listed as inhibitors. 73,000 tested, 3.4% active; further: potency means the concentration at half of the fitted maximal effect; on the % scale 0 is the no-effect control and ±100 the full control effect; nearly all actives have a fitted effect of over 60% in size; many of its hits are not listed in these tables
# Target sequence (Q99714 whole entry, looked up, one chain of several): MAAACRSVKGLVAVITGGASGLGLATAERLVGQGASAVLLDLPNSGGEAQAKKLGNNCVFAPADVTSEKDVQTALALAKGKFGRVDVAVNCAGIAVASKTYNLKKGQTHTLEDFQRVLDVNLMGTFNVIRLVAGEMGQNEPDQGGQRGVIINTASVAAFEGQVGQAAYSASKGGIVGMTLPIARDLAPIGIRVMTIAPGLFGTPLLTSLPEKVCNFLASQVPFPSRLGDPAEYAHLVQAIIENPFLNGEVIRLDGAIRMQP
#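 NADH fluorescence (ex 360/em 450 nm) read every 30 s for 4 min; activity taken as last-minus-first time point difference. Enzyme 20 nM, NAD+ 1 mM, beta-hydroxybutyryl-CoA 90 uM, pH 9.0 Tris buffer.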
# Tau filament bind: binds recombinant human tau filaments; P10636; recombinant tau filaments, thioflavin S fluorescence, 15 h; filaments grown with octadecylsulfate alongside compound; Potency, µM (doses to about 57.1 µM), for inactives: at the top dose activity change, negative = inhibition; 71,000 tested, 2% active; AID 596;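 further: potency means the concentration at half of the fitted maximal effect; on the % scale 0 is the no-effect control and ±100 the full control effect; actives lower thioflavin S fluorescence by blocking filaments or displacing dye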
# Target sequence (P10636 whole entry, looked up): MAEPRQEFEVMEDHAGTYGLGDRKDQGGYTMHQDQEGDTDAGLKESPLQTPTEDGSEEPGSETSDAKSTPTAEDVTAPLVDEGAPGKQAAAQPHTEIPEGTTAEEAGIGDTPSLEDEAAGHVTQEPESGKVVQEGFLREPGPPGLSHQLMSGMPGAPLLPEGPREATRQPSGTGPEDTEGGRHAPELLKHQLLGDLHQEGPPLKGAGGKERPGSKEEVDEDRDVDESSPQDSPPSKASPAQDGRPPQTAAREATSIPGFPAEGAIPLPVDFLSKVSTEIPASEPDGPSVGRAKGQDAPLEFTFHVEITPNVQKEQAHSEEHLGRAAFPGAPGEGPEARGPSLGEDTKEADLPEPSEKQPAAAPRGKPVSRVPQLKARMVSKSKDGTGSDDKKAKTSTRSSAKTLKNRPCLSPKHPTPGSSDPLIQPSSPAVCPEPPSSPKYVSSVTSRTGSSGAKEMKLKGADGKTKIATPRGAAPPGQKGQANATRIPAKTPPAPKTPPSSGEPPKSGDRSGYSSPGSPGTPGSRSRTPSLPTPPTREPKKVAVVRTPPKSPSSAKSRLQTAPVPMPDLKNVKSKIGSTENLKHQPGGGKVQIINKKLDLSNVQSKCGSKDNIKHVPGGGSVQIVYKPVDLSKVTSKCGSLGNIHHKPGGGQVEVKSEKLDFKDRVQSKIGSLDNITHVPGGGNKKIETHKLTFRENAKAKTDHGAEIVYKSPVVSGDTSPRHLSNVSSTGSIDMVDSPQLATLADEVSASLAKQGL
#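 Recombinant tau protein (human, 1 uM final) plus 30 uM ODS in HEPES pH 7.4 with NaCl, DTT and thioflavine S. Compound present from the start; fluorescence at 510 nm after 15 h, 37 C.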
# * = called active by the depositor; ? = inconclusive; . = no result given; [ ] = another dose, or the depositor's remark. Unless noted, the call rests on the fitted dose curve; in most records, active means well fitted curve in the direction sought with a large enough effect; inconclusive means small, poorly fitted or top-dose-only effect, or another doubt; inactive means no such curve, though single readings can be large; an effect the other way counts as inactive or inconclusive. A portion of the library. The share of hits here may be higher or lower than overall.
SMILES,Luciferase inh,ERK AVP block,15-hLO inh,CRE-bla Fsk,DNA Pol III inh,Ub-GFP proteasome,Hsp90 Hop PPI,GFP derepression,HBB splice mod,HADH2 inh,Tau filament bind
CC(C)(C)NC(=O)C(c1ccccc1F)N(Cc1ccco1)C(=O)c1csnn1 (centres undefined),2%,-1%,0%,-13%,-6%,-2%,-6%,-2%,1.7%,6%,12%
Cc1ccccc1-c1ccc2ncnc(-n3ccnc3)c2c1,1%[2.29 µM],5%,?,?,-12%,9%,-8%,-5%[9.22 µM],0.2%,?,141%
CN(C)CCCOC(=O)Cc1ccc(Cl)cc1,1%,3%,18%,?,-7%,17%,-4%,-3%,1.2%,-5%,3%
CC(C)OC(=O)CSc1nnc(-c2cnccn2)n1-c1ccccc1,0%,?,2%,?,-3%,13%,-2%,3%,0.2%,10%,2%
COc1ccc(N2C(=O)CCC(C(=O)N(C)C3CCCCC3)C2c2ccc(OC)c(OC)c2)cc1 (centres undefined),1%,-4%,20%,-3%,1%,3%,-7%,2%,0.0%,6%,6%
COc1ccc(-n2c(SCC(=O)Nc3nccs3)nc3c(c2=O)SCC3)cc1,1%,.,?,?,3%,6%,-6%,.,-0.5%,?,62%
Cn1c(NC(=O)c2ccccc2Br)cc(=O)n(C)c1=O,1%,.,25µM*,?,3%,7%,-5%,.,0.3%,-19%,-10%
CC(=O)Nc1ccc(S(=O)(=O)Nc2c(C)n(C)n(-c3ccccc3)c2=O)cc1,0%,-1%,10%,-4%,-3%,4%,-2%,7%,0.0%[57.5 µM],-10%,8%
COc1ccc(C2/C(=C(/O)c3ccccc3)C(=O)C(=O)N2C)cc1 (centres undefined),1%,-1%,39%[activator],0%,3%,19%,-5%,-2%,0.4%,-11%,-1%
COc1cccc(C(=O)Cn2c(N3CCCCC3)nc3c2c(=O)n(C)c(=O)n3C)c1,-3%,?,-1%,3%,5%,.,-5%,2%,-2.3%[0.369 µM],-2%,-3%
COc1ccc2c(c1)C(=O)N(c1ccccc1OC)C(=O)C2,2%,-21%,-12%,?,-2%,-3%,-7%,0%,-0.1%[57.5 µM],-11%,32%
COc1ccc(C(=O)N2CCC[C@@]3(CCN(Cc4nccs4)C3)C2)cc1,0%[11.4 µM],8%,2%,-10%,-6%,3%,-6%,-2%[9.22 µM],1.0%,13%,6%
COC(=O)COc1ccc(S(=O)(=O)Nc2ccc(NC(C)=O)cc2)cc1,0%,-5%,6%,-8%,-3%,1%,-4%,2%,1.2%,8%,2%
O=C(NCCCN1CCOCC1)c1cccs1,1%,-8%,12%,?,-2%,5%,-5%,1%,-0.3%,5%,-4%
O=C(Nc1nccs1)C1CCN(S(=O)(=O)c2ccc3c(c2)OCCCO3)CC1,2%,-21%,8%,-13%,0%,1%,1%,4%,0.5%[57.5 µM],10%,6%
Cc1oc2cc(O)ccc2c(=O)c1N1C(=O)c2ccccc2C1=O,-8%,-5%,9%,10%,3%,-12%,0%,2%,-0.8%,91%[activator],-1%
c1ccc(Cn2nnnc2C(c2cccs2)N2CCSCC2)cc1 (centres undefined),0%,0%,-6%,1%,3%,-1%,4%,-1%,.,1%,-4%
c1ccc2c(c1)nc(N1CCN(C3CCCCC3)CC1)c1nnnn12,-1%,-14%,12%,1%,-12%,.,-3%,0%,3.0%[0.369 µM],-4%,21%
Cc1cc(C(=O)COc2ccc(-c3nnco3)cc2)c(C)n1Cc1ccccc1,0%,6%,-9%,-3%,0%,3%,-13%,0%,-0.4%[57.5 µM],9%,31%
O=C(Cc1ccsc1)NCC(c1ccco1)N1CCCCC1 (centres undefined),-2%,-38%,-2%,-13%,-4%,-4%,-1%,0%,-0.2%[57.5 µM],2%,-7%
COc1ccc(-n2cnnc2)cc1,3%,1%,3%,-8%,8%,3%,1%,-2%,-0.7%[57.5 µM],8%,5%
Cc1c(C(=O)N2CC(C)OC(C)C2)sc2nc(-c3ccccc3)cn12 (centres undefined),-5%,3%,-6%,12%,0%,-4%,-8%,6%,-0.2%,-1%,7%
O=c1c(-c2ccc(Cl)cc2)nc2cnc(N3CCOCC3)nc2n1CCc1ccccc1,1%[11.4 µM],6%,0%,?,-5%,-1%,-3%,-3%[9.22 µM],1.4%,-4%,0%
O=C(CN(c1ccc(F)cc1)S(=O)(=O)c1ccc2c(c1)OCCO2)NCc1ccccn1,1%,-15%,-10%,3%,-8%,-5%,-3%,6%,3.3%[57.5 µM],4%,-8%
CCc1ccccc1N(CC)C(=O)c1cn(C)c(=O)c2cc(OC)c(OC)cc12,-1%,-5%,-3%,?,-4%,12%,0%,4%,-1.3%,-23%,8%
CCCCNc1nc(C)nc2c1nc(-c1ccccc1)n2CCN1CCCC1,.,?,3%,14%,4%,-9%,-7%,.,-0.7%,-24%,36%
CCCCOCCCNS(=O)(=O)c1ccccc1,3%,1%,2%[11.4 µM],?,4%[11.4 µM],0%[9.17 µM],-3%[11 µM],2%,-1.7%[0.0738 µM],-1%[11.4 µM],-6%[11.4 µM]
O=C(Cc1ccc2cccnc2c1)c1ccc(O)cc1O,1%,-9%,-6%,?,-5%,5%,-2%,0%,-2.0%,-22%,2%
CCCCn1cnc2c(cnn2-c2ccc(Cl)cc2)c1=O,0%,5%,2%,10%,1%,11%,4%,-1%,-3.2%,17%,5%
O=C(Nc1cccc(-c2nnc(-c3ccccc3)o2)c1)C1CCCO1 (centres undefined),-8%,-19%,2%,10%,-4%,-1%,-4%,0%,-2.7%,-8%,20%

# Record cards (already shown). Order of screens: Luciferase inh, ERK AVP block, 15-hLO inh, CRE-bla Fsk, DNA Pol III inh, Ub-GFP proteasome, Hsp90 Hop PPI, GFP derepression, HBB splice mod, HADH2 inh, Tau filament bind
# Listed for Cn1c(NC(=O)c2ccccc2Br)cc(=O)n(C)c1=O : 1%, ., 25µM*, ?, 3%, 7%, -5%, ., 0.3%, -19%, -10%
# Listed for CC(C)OC(=O)CSc1nnc(-c2cnccn2)n1-c1ccccc1 : 0%, ?, 2%, ?, -3%, 13%, -2%, 3%, 0.2%, 10%, 2%

# Next part.
SMILES,Luciferase inh,ERK AVP block,15-hLO inh,CRE-bla Fsk,DNA Pol III inh,Ub-GFP proteasome,Hsp90 Hop PPI,GFP derepression,HBB splice mod,HADH2 inh,Tau filament bind
COc1ccccc1NC(=O)CSc1nnnn1C,0%,-26%,0%,1%,-1%,11%,0%,-4%,-0.6%[9.22 µM],-3%,-1%
C=CCn1c(=O)n(CCOC)c(=O)c2sc3ccccc3c21,1%,-23%,-5%,?,2%,-11%,-3%[2.3 µM],.,-1.3%,32µM*,33%
CCn1c(=O)c2c(cnn2C)c2ccccc21,2%,?,-7%,?,-2%,4%,0%,2%,4.4%[57.5 µM],-1%,-4%
O=C(O)C1CCN(c2nc(-c3ccccc3)nc3c2oc2ccccc23)CC1,1%,-17%,-7%,?,-8%,.,0%,-2%,3.3%[0.369 µM],-3%,8%
O=C1NC(c2cc3c(cc2Cl)OCO3)Oc2ccccc21 (centres undefined),0%,-1%,-6%,-24%,-4%,13%,-3%,5%,2.8%,-20%,-13%
Cc1ccc(S(=O)(=O)NC(C)C(=O)NC2CCCCCC2)cc1 (centres undefined),2%,-15%,-24%,?,-3%,-3%,-5%,10%,4.9%,?,-12%
Cn1c2c(c(=O)n(C)c1=O)CN(Cc1ccc(F)cc1)CN2,0%,-12%,2%,?,-3%,1%,-5%,-1%,-1.8%,2%,-4%
Cc1onc(-c2c(F)cccc2Cl)c1C(=O)OCC(=O)Nc1c(C)n(C)n(-c2ccccc2)c1=O,2%,11%,-7%,?,-4%,-3%,-6%,1%,-2.7%,6%,10%
COC(=O)C1C(=O)C2=C(CC1C)NC(=O)CC2c1ccccc1 (centres undefined),-1%,9%,21%,0%,4%,0%,-2%,0%,-0.6%,0%,2%
CCOc1nc(-c2ccccc2)ccc1-c1noc(COC)n1,-1%,28%,-7%,20%,-1%,7%,?,-3%,.,-13%,1%
Cc1nn(C)c(C)c1S(=O)(=O)N1CCC(C(=O)NC2CCCc3ccccc32)CC1 (centres undefined),-10%,-10%,7%,-9%,-6%,-6%,6%,-3%,-0.1%,4%,9%
